Screening data as filed in PubChem BioAssay.
Calpain2 inh – calpain II (pig) inhibition; purified calpain II, fluorogenic peptide substrate, 30 min; inhibition, % at 16 µM; 220,000 compounds, 0.37% hits;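 active = inhibition above about 50%, limit read from the data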
TRPML3 ag – activates the human TRPML3 channel; HEK293 TRPML3-YFP, Fluo-8 calcium fluorescence; 100% = the carbachol control signal; activation, % at 3 µM; 220,000 compounds, 0.29% hits; AID 1448;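 active = activation above its plate's cutoff, the mean activation of the plate's test wells plus 3 SD, cut at about 12% in these data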;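 note: 0% = DMSO only wells and 100% = carbachol wells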
Target sequence (Q8TDD5 whole entry, looked up): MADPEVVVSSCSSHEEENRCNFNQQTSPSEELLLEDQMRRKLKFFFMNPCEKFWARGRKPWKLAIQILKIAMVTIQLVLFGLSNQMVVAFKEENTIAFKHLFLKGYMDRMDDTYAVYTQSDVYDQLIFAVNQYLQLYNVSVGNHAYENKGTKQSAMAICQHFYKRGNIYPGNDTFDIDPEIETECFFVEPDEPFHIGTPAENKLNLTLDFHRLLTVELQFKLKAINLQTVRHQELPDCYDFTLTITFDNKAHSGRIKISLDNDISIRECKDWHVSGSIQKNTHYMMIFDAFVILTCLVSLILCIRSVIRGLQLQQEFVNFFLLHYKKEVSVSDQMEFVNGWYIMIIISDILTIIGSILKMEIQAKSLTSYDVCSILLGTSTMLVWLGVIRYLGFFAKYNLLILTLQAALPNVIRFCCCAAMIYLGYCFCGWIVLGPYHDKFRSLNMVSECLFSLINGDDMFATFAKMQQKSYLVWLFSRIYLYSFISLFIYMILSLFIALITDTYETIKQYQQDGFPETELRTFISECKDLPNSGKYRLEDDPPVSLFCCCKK
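system = HEK293 cells stably carrying human TRPML3-YFP | doses = one concentration, 3 µM nominal, 0.3% DMSO | timing = dye loading 1 h 37 °C then 30 min ambient, 125 s read | detection = Fluo-8 calcium dye fluorescence, ex 470-495, em 515-575 nm | benchmarks = high control carbachol 87 µM, low control DMSO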
Ba/F3 V617F tox – loss of viability in JAK2V617F-driven Ba/F3 cells; Ba/F3 EpoR-JAK2V617F viability, ATP luminescence; inhibition, % at 5.6 µM; 220,000 compounds, 1.1% hits;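 active = inhibition above the campaign mean plus 3 SD over all tested compounds, cut at about 24% in these data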;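 note: cytokine-independent growth of Ba/F3 cells driven by EpoR plus mutant JAK2; 0% = DMSO-treated cells and 100% = JAK inhibitor I control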
BaF3 tox – counter-screen for JAK2V617F inhibitors: parental Ba/F3 viability inhibitors; CellTiter-Glo ATP luminescence; inhibition, % at 5.6 µM; 220,000 compounds, 1.1% hits; AID 1486;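 active = inhibition above a per-campaign cutoff, the mean inhibition of all tested compounds plus 3 SD, cut at about 27% in these data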;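 note: 0% = DMSO wells and 100% = JAK Inhibitor I control wells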
PERK inhibitor – inhibitors of human PERK kinase. Q9NZJ5. CHO PERK-DD fusion, SEAP luminescence translation reporter. inhibition, % at 5.6 µM. 220,000 compounds, 0.17% hits. AID 1416;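 active = inhibition above the mean inhibition of all tested compounds plus 3 SD, set separately per screening campaign, cut at about 2.9% in these data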;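 note: PERK kinase domain activated by AP20187 dimerizer at 100 nM; 0% = DMSO with dimerizer and 100% = rapamycin at 8.4 µM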
S1P4 ag – agonists of human S1P4 receptor | AID 1509 | O95977 | 220,000 compounds, 0.35% hits | activation, % at 4.98 µM | S1P4-expressing cell line, agonist reporter assay; in the data active = activation above about 11%;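 note: 0% = DMSO vehicle and 100% = reference agonist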
EP2 mod – modulators of human EP2 prostaglandin E2 receptor; P43116; EP2-expressing cells, cAMP HTRF FRET, PGE2 co-stimulation; induction, % at 25 µM; 260,000 compounds, 0.83% hits; AID 940;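 active = compounds whose cAMP rise, as percent of the full-agonist control response, exceeds 60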;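 note: rat C6 glioma line stably carrying human EP2 under a CMV promoter; the protocol text gives 20 µM as final concentration; 100% = response of wells given 1 µM PGE2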
Target sequence (P43116 whole entry, looked up): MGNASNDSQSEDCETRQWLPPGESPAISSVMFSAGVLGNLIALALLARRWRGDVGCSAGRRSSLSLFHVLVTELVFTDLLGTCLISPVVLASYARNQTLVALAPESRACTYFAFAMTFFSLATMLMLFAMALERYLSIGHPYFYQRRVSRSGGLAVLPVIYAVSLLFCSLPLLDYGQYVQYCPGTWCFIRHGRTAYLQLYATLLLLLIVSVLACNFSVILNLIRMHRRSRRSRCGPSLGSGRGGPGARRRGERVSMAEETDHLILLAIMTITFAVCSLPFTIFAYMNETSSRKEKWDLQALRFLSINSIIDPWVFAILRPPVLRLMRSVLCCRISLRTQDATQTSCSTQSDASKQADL
zfTRPN1 agonist – zebrafish TRPN1 (NompC) channel agonism; 220,000 compounds, 0.18% hits; activation, % at 3 µM; HEK293 zebrafish TRPN1-YFP, Fluo-8 calcium fluorescence; 100% = response to 87 µM carbachol;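 active = activation above its plate's cutoff, the mean activation of test wells on that plate plus 3 SD, cut at about 19% in these data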;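 note: 0% = DMSO alone and 100% = 87 µM carbachol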
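Assay system: Zebrafish TRPN1-YFP in HEK293 cells | Incubation: Dye loading 1 h at 37 °C, then 30 min room temperature | Measured by: Kinetic Fluo-8 fluorescence, ex 470-495, em 515-575 nm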
S1P4 antagonist – blocks the human S1P4 receptor; S1P4-expressing cells, antagonist mode, reporter read-out; AID 1510; 220,000 compounds, 0.26% hits; O95977; inhibition, % at 4.98 µM; in the data active = inhibition above about 29%;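 note: 0% = wells stimulated with agonist and 100% = vehicle wells without agonist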
An asterisk follows results filed as active; i = inactive; · = no result given; & = joins results of further samples. This is a random part of the collection (roughly 3.6% active in at least one column).

SMILES	Calpain2 inh	TRPML3 ag	Ba/F3 V617F tox	BaF3 tox	PERK inhibitor	S1P4 ag	EP2 mod	zfTRPN1 agonist	S1P4 antagonist
O=C(Nc1ccccc1C(F)(F)F)N1CCCC(O)C1 (centres undefined)	-21	-0.5	-2	4	0.7	-2.4	26	0.0	-8
C=CCn1c(=N)c(C#N)cc2c(=O)n3ccccc3nc21	-121	0.3	2	4	0.1	-0.5	4	1.2	-25
COc1ccc(CNC(=O)C(NS(=O)(=O)c2ccc3c(c2)CCCN3C(C)=O)C(C)C)cc1 (centres undefined)	12	0.3	1	3	0.8	-0.2	2	1.1	10
Cc1ccc(N(C(=O)c2csnn2)C(C(=O)NC(C)(C)C)c2cccs2)cc1 (centres undefined)	-32	0.1	6	9	-0.3	-2.4	25	-0.2	3
CC(C)CNC(=O)C1CC(=O)OC12CCCCC2 (centres undefined)	-18	0.5	2	5	1.2	-1.6	43	0.3	-3
CCCCCCCc1nc2sc3c(c2c(=O)n1N)CC(C)(C)OC3	-1	1.1	0	-8	0.1	1.0	-2	0.0	-8
COCc1nnc(NC(=O)c2ccc(Cl)cc2[N+](=O)[O-])s1	-1	1.0	-2	4	1.0	0.7	16	0.1	-13
Cc1ccc(/C=N/Nc2cc(C)nc(NCc3ccccc3)n2)cc1	37	-0.7	5	8	-0.6	-0.2	-33	-1.3	-5
CC(=O)c1cc2c(cc1NC(=O)CCn1cccc1)OCO2	-23	0.3	0	8	1.4	2.1	27	1.4	12
Cc1c([N+](=O)[O-])cc(S(=O)(=O)Nc2ccncc2)cc1[N+](=O)[O-]	0	0.8	0	10	0.5	-0.8	12	3.2	-6
COc1ccc(Nc2nc(N)nc(CSc3nccc(C)n3)n2)cc1	-19	0.3	-2	2	-0.3	-1.3	-11	-0.3	2
COc1ccc(OC)c(/C=c2\sc3nc(-c4cccs4)nn3c2=O)c1	-83	0.2	6	5	1.4	0.6	17	0.6	-2
CCCC(=O)Nc1ccc2oc(-c3cccnc3)nc2c1	i	1.2	-2	0	0.3	0.2	6	0.8	7
Fc1ccc(-c2csc(-c3ccc(C4SCCS4)cc3)n2)cc1F	-12	0.3	-1	-2	1.0	1.1	-9	1.2	-14
CCOC(=O)Nc1ccc2c(c1)N(C(=O)CN1CCN3CCCC3C1)c1ccccc1CC2 (centres undefined)	5	0.9	-3	1	-0.8	0.3	-10	0.6	-21
COc1ccc(C(OC(=O)c2ccco2)C(=O)NC(C)(C)C)cc1 (centres undefined)	-28	0.2	2	5	0.6	3.2	-1&21	0.8	-9
CCOC(=O)c1cc(Br)c(=O)n2ccccc12	-270	0.1	1	5	-0.1	2.0	3	0.9	-3
COc1ccc2nc(NC(=O)c3ccc(Br)s3)sc2c1	-131	0.9	1	6	1.5	-1.3	28	-0.4	7
CCc1c(C)sc(NC(=O)c2cc(C(C)C)on2)c1C#N	13	4.2	-1	3	0.2	-0.5	-4	2.5	-11
O=C(N/C(=C/c1cccs1)C(=O)N1CCOCC1)c1cccs1	-20	0.8	1	1	1.6	0.3	16	0.5	0
CC1=C(C(=O)Nc2ccccc2F)C(c2cccs2)C2=C(CCCC2=O)N1 (centres undefined)	-110	0.1	-1	2	-0.2	0.8	20	-1.9	6
COc1cc(CO)ccc1OCc1nnnn1-c1ccc(C)cc1	20	0.7	0	3	0.9	1.8	4	-1.1	-11
O=c1oc2ccc3ccccc3c2cc1-c1nnc(-c2ccccc2)o1	-237	0.8	2	7	0.9	0.6	26	2.5	10
CCN(CC)c1ccc(NC(=S)NCC2CCCO2)cc1 (centres undefined)	26	1.1	-4	1	1.1	-1.9	-42	1.1	-6
CCc1cccc(NC(=O)c2ccc3c(=O)n4c(nc3c2)CCCCC4)c1	35	2.5	3	0	-1.6	1.5	-56	5.5	1

Continuation.
SMILES	Calpain2 inh	TRPML3 ag	Ba/F3 V617F tox	BaF3 tox	PERK inhibitor	S1P4 ag	EP2 mod	zfTRPN1 agonist	S1P4 antagonist
CS(=O)(=O)N1CCN(C(=O)CCC2CCCC2)CC1	2	0.3	-3	1	1.1	0.5	38	1.0	-3
COc1cccc(-c2noc(-c3cccnc3)n2)c1	-18	-0.5	3	5	1.1	0.9	-4	1.3	-4
COc1ccc2nc(Cl)c(C#N)cc2c1	-38	-0.6	-3	3	1.1	0.0	-49	-2.0	-17
CCOc1ccc(NC(=O)c2ccc(C#CC(C)(C)O)cc2)cc1	-40	0.8	1	-2	0.9	-0.7	-4	8.6	-4
CCOc1ccccc1CNn1nnnc1N	8	-0.5	-4	0	1.1	1.0	-13	0.8	10
COc1ccc(NC(=O)c2cccc(OS(=O)(=O)N(C)C)c2)cc1	0	1.6	3	8	1.0	0.7	-50	1.8	6
Cc1cc(C)n2nnnc2c1C#N	-36	0.6	-2	5	1.1	0.8	22	1.6	-19
N#Cc1ccc(-c2cccnc2)nc1SCc1ccc(Cl)cc1Cl	-22	0.1	0	-1	-0.2	-0.6	50	-1.0	0
CCOC(=O)C(NC(=O)CC(C)C)(Nc1sc2c(c1C(N)=O)CCCC2)C(F)(F)F (centres undefined)	31	0.5	2	4	-1.2	-0.1	43	-0.6	0
CCOc1ccc(OCC)c(S(=O)(=O)N2CCC(C)CC2)c1	-12	-1.1	3	6	-1.7	2.3	11	-2.5	-32
C=CCn1c(=O)c2c(C)c(C)sc2n2c(Nc3ccc(OC)cc3)nnc12	-4	-0.7	-2	6	-0.2	1.2	42	-2.7	3
CC(C)OC(=O)/C(=C\c1ccccc1)NC(=O)c1ccccc1	3	0.3	-1	-1	-0.3	0.7	18	-1.5	-7
Cc1cccc(OCC(=O)NCc2ccncc2)c1C	-18	0.0	0	2	1.0	-1.8	-1	0.4	-4
O=C(CNC(=O)c1ccc(-c2ccccc2)cc1)OCc1ccc(Br)cc1	-9	0.5	-1	7	1.1	1.5	-45	-0.1	-9
S=C(NCCCN1CCOCC1)Nc1ccc(N2CCOCC2)cc1	-48	0.7	-2	0	0.2	0.6	-15	1.7	4
Cc1ccc(S(=O)(=O)N(C)C)cc1NC(=O)/C=C/c1cccs1	7	0.8	-2	5	-0.5	0.3	-14	1.8	10
Cc1ccc(OCCN(C)C)c([N+](=O)[O-])c1	7	0.7	-4	1	0.6	2.8	17	3.5	-14
Cn1c(SCC(=O)NCc2cccs2)nnc1-c1ccco1	1	1.1	-2	1	0.1	-1.3	5	0.1	11
CCCNc1nc2c(c(=O)[nH]c(=O)n2C)n1Cc1ccc(F)cc1	12	-0.8	-1	8	0.4	0.3	39	0.9	-6
Cc1c(C(=O)OCC(C)C)[nH]c2c1C(=O)CC(c1cccs1)C2 (centres undefined)	-16	0.7	24*	8	-0.4	1.1	18	-1.9	-17
CC1CNc2c(cccc2S(=O)(=O)N[C@@H](CCCN=C(N)N)C(=O)N2CC[C@@H](C)C[C@@H]2C(=O)O)C1 (some centres undefined)	12	0.1	3	-6	0.8	-0.6	·	-1.2	-23
C/C=C/c1ccc(OCCOc2ccc(C=O)cc2OC)c(OC)c1	-7	-0.8	3	8	0.4	-1.7	26	-1.0	10
COc1nc(/C(N)=N/O)nc(N2CCCCC2)n1	3	0.6	0	5	1.4	2.4	1	0.8	-9
O=C(O)CCN1C(=O)c2ccc(NC(=O)Cc3ccc(Cl)cc3)cc2C1=O	-493	0.7	1	4	-0.1	2.4	25	1.2	-22
Cc1c(C)n(CC(O)CN2CCCCC2)c2ccccc12 (centres undefined)	-25	-0.2	-3	0	-0.2	0.5	10	0.5	-10

(next part)
SMILES	Calpain2 inh	TRPML3 ag	Ba/F3 V617F tox	BaF3 tox	PERK inhibitor	S1P4 ag	EP2 mod	zfTRPN1 agonist	S1P4 antagonist
COc1ccccc1-n1cnc2c(c1=O)c1nc3ccccc3nc1n2CCc1ccccc1	-32	0.8	-4	2	0.1	2.1	36	0.6	-1
CC(=O)Nc1cccc(NC(=O)Cc2nc(-c3ccccc3)sc2-c2ccc(C)cc2)c1	-34	0.8	2	9	-0.3	0.4	-18	0.1	4
Cn1cc(S(=O)(=O)NCc2ccco2)c(=O)n(C)c1=O	-3	-0.5	-5	2	1.4	-0.5	-11	0.0	-9
c1ccc(N=C(c2cccs2)N2CCOCC2)cc1	-12	0.0	-2	4	0.9	2.8	38	-0.7	-3
c1ccc(-c2csc3ncn4cnnc4c23)cc1	12	0.8	3	6	0.1	-0.1	13	0.2	6
COc1cccc(C(C(=O)NC(C)(C)C)N(CCC(C)C)C(=O)CCC(=O)Nc2cc(C)on2)c1OC (centres undefined)	23	-0.5	0	1	-1.1	1.2	8	-2.0	-21
C=CCN1C(=O)/C(=C/c2ccsc2)SC1=S	11	0.1	8	9	1.2	0.0	4	1.6	-5
COc1ccc(NC(=O)C2CCC(=O)N2)cc1 (centres undefined)	-1	0.1	-2	3	2.9	-1.3	7	-0.3	13
NC(=O)CSc1nnc(COc2ccccc2)n1N	-22	0.9	-6	-4	0.9	1.3	-21&25	1.7	-4
CN(C(=O)COc1cc(C(F)(F)F)nn1C)c1ccccc1	-10	0.6	3	6	0.3	0.4	13	0.5	11
Cc1c(NC(=O)c2cc(CC(C)C)on2)c(=O)n(-c2ccccc2)n1C	2	0.9	-3	3	0.3	4.2	-2	0.6	-16
O=C(c1cnn2cccnc12)N1CCN(c2ccccc2)CC1	14	0.6	-4	1	0.3	-2.3	-12	-0.6	-5
Cc1cc(C)nc(N2CCCC(C(=O)Nc3nnc(C(C)(C)C)s3)C2)n1 (centres undefined)	-19	0.6	0	8	-0.2	-0.1	9	0.4	-1
COc1ccc(N2CCN(C(=O)COc3ccc4c(C)cc(=O)oc4c3)CC2)cc1	-77	0.8	1	7	-0.1	-0.4	-22	0.6	-1
Cc1ccc(-c2oc3ccccc3c(=O)c2O)cc1	-21	-0.6	1	1	0.5	0.3	-15	0.1	-19
COc1ccccc1Nc1nc(-c2cccc([N+](=O)[O-])c2)cs1	25	0.2	2	0	0.4	-0.6	6	0.5	-16
O=C(Cc1ccccc1)NC1CCN(Cc2ccccc2)CC1	-16	1.1	2	9	-0.6	1.3	7	0.8	-7
CSc1nc(=O)n(-c2ccccc2)c(C)c1C(C)=O	-8	0.9	3	-1	1.7	0.8	-6	-0.3	7
C=CCNC(=S)Nc1ccc(Br)cc1F	5	1.6	-2	7	0.0	1.6	-21	3.4	-22
COC(=O)c1cc(NC(=O)CSc2nncn2C)cc(C(=O)OC)c1	-1	0.8	-2	0	0.3	-4.3	4	-0.8	3
C=CCn1c(SCC(=O)Nc2ccc3c(c2)CCC3)nc2ccccc2c1=O	24	0.3	4	4	-0.5	0.4	-10	1.3	-10

Entries above that contain an NH in an aromatic ring, in the order listed:
SMILES	Calpain2 inh	TRPML3 ag	Ba/F3 V617F tox	BaF3 tox	PERK inhibitor	S1P4 ag	EP2 mod	zfTRPN1 agonist	S1P4 antagonist
CCCNc1nc2c(c(=O)[nH]c(=O)n2C)n1Cc1ccc(F)cc1	12	-0.8	-1	8	0.4	0.3	39	0.9	-6
Cc1c(C(=O)OCC(C)C)[nH]c2c1C(=O)CC(c1cccs1)C2 (centres undefined)	-16	0.7	24*	8	-0.4	1.1	18	-1.9	-17
